# Screening data deposited in PubChem BioAssay by Broad Institute.
# XiGFP reactiv = activators of X-chromosome reactivation in mouse fibroblasts. XiGFP mouse fibroblasts, % GFP-positive cells imaging, 3 d; cells co-treated with 5-aza-dC sensitizer; scaled so ellipticine positive control = 100%. activation, % at 7.58 µM. 360,000 compounds, 0.055% hits. AID 743238;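 active means mean normalized replicate activation at least 10% and every replicate at or above 10%; inconclusive means only one of the two criteria met; inactive means mean below 10% and not all replicates reach 10%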;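 further: 0% = median of on-plate neutral control wells and 100% = ellipticine 6 µM median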
#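 Material: XiGFP fibroblasts, SV40-immortalized; Buffer or medium: DMEM containing 5-aza-dC; Compound dosing: single point; Times: 3 days compound exposure.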
# esBAF inh = blocks esBAF chromatin remodeling in mouse ES cells; Bmi1-luciferase knock-in reporter, 24 h; 100% = twice the neutral-well signal; reporter increase, % at 12.5 µM; 350,000 compounds, 2% hits; in the data active means activation above about 40%; inconclusive means no clear call, values can overlap the other calls;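 further: 0% = median of the plate's neutral control wells and 100% = double that signal; a rise in the Bmi1 reporter signal indicates esBAF inhibition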
# ERAP1 inh = ERAP1 (human) enzyme inhibition | AID 652197 | recombinant ERAP1, Leu-AMC fluorescence, 60 min | 340,000 compounds, 0.15% hits | inhibition, % at 10.7 µM;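 active means mean replicate inhibition of at least 30%, or all replicates individually reaching that 30% level; inactive means mean below 30% and not every replicate reaching it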;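 further: 0% = neutral control wells and 100% = L-leucinethiol positive control wells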
# ERp5 inh = blocks human ERp5 reductase activity on insulin; Q15084; ERp5 insulin aggregation, absorbance 650 nm, 90 min; inhibition, % at 9.99 µM; 350,000 compounds, 0.05% hits;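 active means mean replicate inhibition above about 25%, with every replicate also reaching it, limit read from the data, passing the limit was not always enough; inconclusive means only one of those two criteria met; inactive means neither criterion met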
# RAD52 anneal inh = RAD52 (human) annealing inhibition; P43351; recombinant RAD52 DNA annealing, FRET fluorescence; inhibition, % at 18.7 µM; 360,000 compounds, 0.46% hits; AID 651710;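 active means every replicate showing at least 50% inhibition; inconclusive means mean inhibition at least 50% but not in every replicate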
# S100A4 MyoIIA = S100A4-myosin IIA interaction inhibition; S100A4/TAMRA-MyoIIA peptide fluorescence polarization; inhibition, % at 10.7 µM; 360,000 compounds, 0.14% hits; AID 652163;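 active means mean inhibition of at least 70% across replicates, with every replicate also reaching that level; inconclusive means mean inhibition reaches 70% but some replicates fall short; inactive means mean inhibition below 70%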
# Target sequence (P26447 whole entry, looked up): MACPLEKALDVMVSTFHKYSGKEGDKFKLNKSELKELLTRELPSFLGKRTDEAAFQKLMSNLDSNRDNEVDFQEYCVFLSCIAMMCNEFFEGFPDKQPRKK
#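 Test system – S100A4 monomer (human) · Compound – single-point compound testing · Schedule – 5 min incubation before reading · Probe or stimulus – TAMRA-labelled myosin IIA heavy-chain peptide probe, 5 nM · Benchmarks – neutral control DMSO, positive control TFP · Medium – Calcium-containing HEPES buffer, pH 7.2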
# E-selectin induc = E-selectin induction on HUVECs; P16581; HUVEC E-selectin immunofluorescence imaging; normalized: neutral wells 0, TNF-alpha wells 100; activation, % at 7.58 µM; 260,000 compounds, 0.37% hits; AID 686992;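 active means mean E-selectin-positive cell signal at least 10% of the positive control, reached in at least 60% of replicates, without over 20% cell loss; inconclusive means no rule given, readout overlaps actives, possibly toxicity-flagged; inactive means the rest, including those meeting only one limit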;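 further: in these data hits start at about 27%; measured in HUVEC primary endothelial cells; signal is the percent of cells scored E-selectin positive by PE staining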
# Target sequence (P16581 whole entry, looked up): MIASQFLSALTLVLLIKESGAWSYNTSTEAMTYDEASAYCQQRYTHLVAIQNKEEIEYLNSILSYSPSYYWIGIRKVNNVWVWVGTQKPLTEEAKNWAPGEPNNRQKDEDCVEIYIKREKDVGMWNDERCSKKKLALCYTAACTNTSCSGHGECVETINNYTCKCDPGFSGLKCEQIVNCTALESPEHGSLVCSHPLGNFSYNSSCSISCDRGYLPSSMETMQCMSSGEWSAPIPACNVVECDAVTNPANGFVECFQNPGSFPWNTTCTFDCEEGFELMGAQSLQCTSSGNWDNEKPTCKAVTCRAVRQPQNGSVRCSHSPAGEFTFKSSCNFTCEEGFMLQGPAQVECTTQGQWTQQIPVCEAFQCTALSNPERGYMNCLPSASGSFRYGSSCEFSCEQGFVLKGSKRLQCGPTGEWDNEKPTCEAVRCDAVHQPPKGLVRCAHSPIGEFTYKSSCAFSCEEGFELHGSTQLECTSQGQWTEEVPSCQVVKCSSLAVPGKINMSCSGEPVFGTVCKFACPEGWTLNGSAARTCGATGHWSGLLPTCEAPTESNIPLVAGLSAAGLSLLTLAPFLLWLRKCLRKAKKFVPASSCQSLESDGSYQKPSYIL
#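 material = human umbilical vein endothelial cells (HUVEC), E-selectin induction | quantity = 3,000 cells/well | medium = EGM-2 growth medium on 0.1% gelatin-coated wells | technique = immunofluorescence imaging | read-out basis = % PE-positive cells | control set = TNF-alpha positive control, DMSO neutral control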
# RAD54 branch = blocks human RAD54 Holliday junction branch migration. Q92698. FAM/BHQ fluorescence. inhibition, % at 10.4 µM. 360,000 compounds, 0.14% hits;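 active means mean normalized replicate activity at least 40 and at least half of replicates scoring 40 or more; inconclusive means only one of the two criteria met; inactive means mean below 40 and under half of replicates reaching 40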;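 further: 0% = median of neutral control wells and 100% = median of positive control wells; inhibitors cause a drop in the FAM fluorescence signal; in these data hits start at about 50%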
# * marks the source's active call; other numbers are inactive results; u = inconclusive; x = not tested or not shown.
SMILES,XiGFP reactiv,esBAF inh,ERAP1 inh,ERp5 inh,RAD52 anneal inh,S100A4 MyoIIA,E-selectin induc,RAD54 branch
Cc1ccsc1C(=O)N1CCCC(CCC(=O)NCc2ccccc2F)C1 (configuration not stated),0.0,x,0,-2,5,-3,x,x
CCOC(=O)Cc1c(C)nc(Cc2ccc(OC(C)C)cc2)[nH]c1=O,0.1,-6,-4,3,-18,2,-0.6,-2
C[C@@H]1CN([C@H](C)CO)C(=O)c2cc(NC(=O)NC3CCCCC3)ccc2O[C@H]1CN(C)Cc1ccc(C(F)(F)F)cc1,-0.1,3,-1,-1,-16,10,-1.0,-9
O=C(Cc1c(F)cccc1Cl)NC1CCN(Cc2ccccc2)CC1,0.1,x,1,0,-2,-3,0.1,14
CNC(=O)C[C@H]1CC[C@@H]2[C@@H](COc3ccc(NC(=O)c4ccc(OC)cc4)cc3C(=O)N2C)O1,0.3,-1,1,4,3,3,-0.1,0
COc1cc(C(=O)NCc2ccc3c(c2)OCO3)c([N+](=O)[O-])cc1OC,0.2,-2,x,2,-3,-1,0.0,-4
CCOc1ccc(NC(=S)N(CCCN2CCOCC2)Cc2cn(C)c3ccccc23)cc1,0.0,x,3,-3,12,-2,-1.0,0
CN(C)CCOC(=O)COc1ccc(Cl)cc1,0.0,-1,-2,-6,-3,-2,1.6,-9
CCCn1nc(C(=O)OCC(=O)Nc2ncc(Cl)c(C)c2Cl)c2ccccc2c1=O,0.0,0,-5,0,-16,4,x,-13
C[C@H](CO)N1C[C@H](C)[C@@H](CN(C)Cc2ccccn2)Oc2ncc(C#Cc3ccccc3)cc2C1=O,-0.9,1,1,4,-26,-3,-0.3,-7
O=c1cc(O)nc(-c2ccc(Cl)cc2)s1,0.0,3,6,-5,-10,-6,x,1
CCc1nc2ccccc2c(C(=O)OCC(=O)N(C)Cc2ccccc2)c1C,0.1,-6,0,-8,-6,-4,x,-6
C[C@H](NC(=O)C1CC(=O)N(c2ccc3c(c2)OCCO3)C1)C(=O)NCc1ccco1 (some centres not stated),0.0,1,0,-1,2,-2,x,3
N#Cc1ccc(C(=O)NCC2CCCCC2)cc1,0.3,11,5,-2,-8,2,0.0,10
CCOC(=O)n1c(=O)n(Cc2ccccc2C)c2ccccc21,0.0,x,-3,0,-3,7,x,x
COC(=O)c1c(N)sc(C(=O)NCCc2ccccc2)c1C,0.1,-78,3,-7,9,0,0.7,-4
COc1ccc(CNC(=O)C(=O)NCCC2CCCCN2S(=O)(=O)c2ccc(C)cc2)cc1 (configuration not stated),-0.7,1,0,15,-8,0,-1.9,-5
CC(O)CNCc1ccc(Cl)cc1Cl (configuration not stated),0.0,x,-1,3,6,-4,x,x
O=C(Cn1c2ccccc2c(=O)c2ccccc21)Nc1ccccc1F,0.2,x,-3,u,18,0,-1.7,x
CC(C)c1nc2oc3c(N4CCNCC4)ncnc3c2c2c1CCC2,-0.1,x,-3,-3,3,-22,5.9,x
O=C1[C@H](Cc2ccccc2)NCCCC[C@H](c2ccc(Cl)cc2)N1Cc1ccc(Cl)cc1,-0.3,-2,-2,-1,-3,-2,-0.2,1
C[C@@H]1CN([C@H](C)CO)S(=O)(=O)c2ccc(Br)cc2O[C@H]1CN(C)CC1CCCC1,-0.1,-5,-6,-3,18,5,-0.3,3
COc1ccc(NC(=O)N(C)C[C@@H]2Oc3c(NC(=O)Nc4ccc5c(c4)OCO5)cccc3C(=O)N([C@@H](C)CO)C[C@@H]2C)cc1,0.3,14,1,-4,-3,8,x,-1
CC(=O)NNc1nc(-c2ccc(C)cc2)cs1,0.0,x,1,1,0,2,x,x
COc1ccc(S(=O)(=O)NNC(=O)c2cccs2)cc1,0.1,1,5,-35,-4,6,2.1,0
C[C@@H]1CN([C@H](C)CO)C(=O)c2cccc(NC(=O)c3ccc(-c4nccs4)cc3)c2O[C@H]1CN(C)S(=O)(=O)c1ccc(Cl)cc1,-0.7,-9,-1,3,-11,-6,8.3,-8
Cc1cc(=O)oc2c(C)c(OC(C)C(=O)N3CC[C@@]4(O)CCCC[C@H]4C3)ccc12 (some centres not stated),x,-10,-3,2,-5,-4,x,3
COc1ccc(OC)c(CNC(=O)CCN2C(=O)COc3ccccc32)c1,x,-1,-2,-1,-12,-4,x,1
Cc1cccc(C)c1NC(=O)C1CSC2(C)CCC(=O)N12 (configuration not stated),0.1,3,1,7,1,-5,x,x
COc1cc(NC(=O)CCCc2c[nH]c3ccccc23)cc(OC)c1,0.1,x,10,-2,-10,0,x,x
COC(=O)[C@]12C[C@H](CC(=O)NCc3cccc4ccccc34)C(=O)N(Cc3ccc4c(c3)OCO4)C1=C[C@H](COCc1ccccc1)O[C@@H]2C,0.0,x,4,13,-12,1,0.0,x
N#Cc1ccc(C(=O)OCC(=O)N2CCN(C(=O)c3ccco3)CC2)cc1,0.5,-2,-2,-3,-11,-1,0.5,-2
O=C(NCc1ccccc1)C1=C[C@@H](c2coc3ccccc3c2=O)C[C@@H](OCCCCO)O1,0.3,14,5,-2,-55,1,-0.2,-8
Cc1nn(C)cc1NC(=O)C[C@H]1CC[C@@H]2[C@@H](COc3ccc(NC(=O)C(C)C)cc3C(=O)N2C)O1,0.1,0,x,x,x,x,0.2,-5
CC(C)[C@H](NC(=O)c1ccc(F)cc1)C(=O)N(C)Cc1cccs1,0.3,-3,-1,4,-9,2,0.0,2
Cc1cccc(C)c1NC(=O)CNC(=O)c1cnccn1,0.4,3,-3,-12,-13,-1,-0.1,-2
CNC(=O)C[C@@H]1CC[C@H]2[C@H](COc3ccc(NC(=O)Nc4ccc(Cl)cc4)cc3C(=O)N2C)O1,0.2,-1,0,-8,3,1,0.1,5
CN(C)C(=O)C[C@H]1CC[C@@H]2[C@H](COc3ccc(NC(=O)C4CCOCC4)cc3C(=O)N2C)O1,0.2,4,3,0,3,-1,0.0,2
COC(=O)c1cccc(NC(=O)c2cccnc2C(=O)O)c1C,0.0,1,-4,3,-21,-3,2.5,-8
COc1ccc(NC(=O)Nc2ccc3c(c2)C(=O)N([C@H](C)CO)C[C@H](C)[C@@H](CN(C)C(=O)Cc2ccccc2)OCCCC[C@H](C)O3)cc1,0.0,-2,4,-1,-7,2,0.1,0
C[C@@H]1CN([C@@H](C)CO)C(=O)c2cc(C#Cc3cccnc3)cnc2O[C@@H]1CN(C)S(C)(=O)=O,0.3,7,-1,-1,-4,-18,-0.3,2
Cc1cccc(/C=C2\Sc3ccc(C(=O)N4CCOCC4)cc3N(C)C2=O)c1,0.2,4,2,-1,-2,-8,8.5,-4
COc1cccc(OCC(Cn2cnc3ccccc32)OC(C)=O)c1 (configuration not stated),0.1,x,0,-6,-16,4,0.0,x
C[N+](C)(C)CCCCCCC(=O)/C=N/O,0.1,x,16,0,9,5,x,x
C[C@@H]1CN([C@@H](C)CO)C(=O)CCCn2nncc2CO[C@H]1CN(C)Cc1cccc(C(=O)O)c1,-0.4,-5,2,4,11,0,0.0,5

# Three of the entries above in order of the ERp5 inh value, largest number first.
structure	esBAF inh	ERAP1 inh	ERp5 inh	RAD52 anneal inh	S100A4 MyoIIA
C[N+](C)(C)CCCCCCC(=O)/C=N/O	x	16	0	9	5
CNC(=O)C[C@@H]1CC[C@H]2[C@H](COc3ccc(NC(=O)Nc4ccc(Cl)cc4)cc3C(=O)N2C)O1	-1	0	-8	3	1
Cc1cccc(C)c1NC(=O)CNC(=O)c1cnccn1	3	-3	-12	-13	-1

# The listing continues:
SMILES,XiGFP reactiv,esBAF inh,ERAP1 inh,ERp5 inh,RAD52 anneal inh,S100A4 MyoIIA,E-selectin induc,RAD54 branch
CC(C)(C)C(=O)N1CCN(c2nc3ccccc3o2)CC1,0.2,19,-2,-3,-1,-1,x,-1
CCCCc1nc2sc3c(=O)n(N)cnc3c2c2c1CCCC2,0.0,x,-4,0,-15,-6,0.0,x
COC(=O)[C@@]12CCCCN1[C@H](c1ccc(-c3cccc(Cl)c3)c(OC)c1)[C@@H]1C(=O)N(C)C(=O)[C@@H]12,0.0,0,3,1,-36,-10,0.1,4
COc1ccc(CNC(=O)C2CCCN(S(=O)(=O)N3CC(C)CC(C)C3)C2)c(OC)c1 (configuration not stated),-0.1,1,1,1,-1,8,x,3
CCCC(=O)Nc1ccc2c(c1)C(=O)N(C)C[C@H](OC)[C@@H](C)CN[C@H](C)CO2,0.3,-1,-1,9,-5,-6,-0.2,1
O=C(CCCc1c[nH]c2ccccc12)NCc1ccccc1F,0.2,11,1,-1,-8,-17,0.0,3
CO[C@H]1CN(C)C(=O)c2cc(NS(C)(=O)=O)ccc2OC[C@@H](C)NC[C@H]1C,0.5,x,-4,1,-9,12,-0.1,x
O=C(CCNC(=O)N1CC(=O)Nc2ccccc21)NCc1ccccc1,0.3,-6,-5,5,-3,-7,0.1,-5
NCC[C@H]1CC[C@H](NC(=O)NC2CCCCC2)[C@H](CO)O1,0.4,4,-1,-1,-8,-5,-0.1,12
CC(=O)Nc1cccc(Oc2nc(NCCN(C)C)nc3ccsc23)c1,0.0,x,1,3,90*,-19,-0.7,11
NC(=S)Nc1cc(Cl)cc(Cl)c1,0.2,x,5,-14,-29,-7,-0.1,4
O=C(NCC(=O)N1CCN(S(=O)(=O)c2ccc3c(c2)OCCO3)CC1)c1ccccc1Cl,0.1,-7,-1,1,-11,-9,6.0,4
CCOC(=O)N/N=C\c1ccc(-c2cc(Cl)ccc2Cl)o1,0.1,-2,-2,4,-3,-4,x,-11
COc1ccc(Cl)cc1-c1cc(C(=O)N[C@H](C)c2ccccc2)[nH]n1,0.2,17,2,5,-8,141*,0.4,4
Cc1nnc2sc(SCc3ccc(Br)cc3)nn2c1=O,0.0,x,2,4,-6,-3,0.0,x
CCOc1ccc(CNC(=O)CN2C(=O)CSc3ccc(S(=O)(=O)N4CCOCC4)cc32)cc1,0.0,x,2,-5,-3,-3,0.2,x
CC(=O)c1ccc(NC(=O)CSc2nc3nn(-c4ccccc4)c(=O)c-3c3n2CCCCC3)cc1,-0.1,7,0,1,-4,4,x,-10
COc1ccc(C(O)c2ncc(-c3ccc4ccccc4c3)[nH]2)cc1 (configuration not stated),-0.1,14,3,5,-218,-3,0.4,-2
COc1ccc(N2CCN(C(=O)c3ccc(N(C)S(=O)(=O)c4ccc(OC)cc4)cc3)CC2)cc1,0.0,x,-4,4,-12,5,x,x
Cc1ccc(S(=O)(=O)N(C)C[C@H]2Oc3ccc(NS(=O)(=O)c4ccccc4)cc3CC(=O)N([C@H](C)CO)C[C@H]2C)cc1,-1.1,-1,1,5,-3,5,-0.1,-1
CCn1nnc2cc(C(=O)Nc3ccc(C(=O)OC(C)C)cc3)ccc21,0.2,3,-1,-8,-25,1,-0.3,5
CCCC[C@@H]1Cc2[nH][nH]c(=O)c2[C@H](c2cccc3ccccc23)O1,-0.1,x,-2,-6,-5,-2,0.1,x
Cc1nc(CSc2nnc(N)s2)cs1,0.2,x,9,1,-4,1,x,x
COc1ccc(Nc2ncnc3ccc(Br)cc23)c(OC)c1,0.2,-67,-1,-4,-6,-1,0.7,4

# Compounds as they come. Share with any hit: about 2.5%.
